Screens: PubChem, Broad Institute
ARNT-TACC3 inh – disruptors of human ARNT/TACC3 interaction | hit rate 0.66% among 390,000 | inhibition, % at 9.99 µM | AlphaScreen His-ARNT PAS-B/GST-TACC3 binding, luminescence; TACC3 fragment carries E629A point mutation | AID 623870 | Q9Y6A5;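 active = mean inhibition of replicates at least 50% and at least half of replicates each reaching 50%; inconclusive = half or more replicates reach 50% but mean below 50%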;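 note: 0% = complete ARNT plus TACC3 wells and 100% = ARNT alone without TACC3; many hits fall short of the cut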
RAD52 inh – inhibitors of human RAD52 DNA annealing | AID 651710 | recombinant RAD52 DNA annealing, FRET fluorescence | hit rate 0.46% among 360,000 | P43351 | inhibition, % at 18.7 µM;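 active = every replicate showing at least 50% inhibition; inconclusive = mean inhibition at least 50% but not in every replicate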
esBAF inh – blocks esBAF chromatin remodeling in mouse ES cells; Bmi1-luciferase knock-in reporter, 24 h; 100% = twice the neutral-well signal; reporter increase, % at 12.5 µM; hit rate 2% among 350,000; AID 602393; in the data active = activation above about 40%; inconclusive = no clear call, values can overlap the other calls;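 note: 0% = median of the plate's neutral control wells and 100% = double that signal; a rise in the Bmi1 reporter signal indicates esBAF inhibition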
Xi reactivation – reactivates the inactive X chromosome in mouse fibroblasts | activation, % at 7.58 µM | XiGFP mouse fibroblasts, % GFP-positive cells imaging, 3 d; cells co-treated with 5-aza-dC sensitizer; scaled so ellipticine positive control = 100% | hit rate 0.055% among 360,000;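 active = mean normalized replicate activation at least 10% and every replicate at or above 10%; inconclusive = only one of the two criteria met; inactive = mean below 10% and not all replicates reach 10%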;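 note: 0% = median of on-plate neutral control wells and 100% = ellipticine 6 µM median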
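Assay system – SV40-immortalized XiGFP fibroblast cells, line 68-5-11 · Buffer or medium – DMEM supplemented with 5-aza-dC as sensitizing agent · Dosing – one concentration, pinned · Benchmarks – positive control ellipticine, 6 µM final · Times – 3 days compound exposure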
GSIS activator – GLuc luminescence reporter in INS-1E cells, primary screen for activators of glucose-dependent secretion of insulin; INS-1E GLuc reporter insulin secretion, 2-3 h; activation, % at 16.6 µM; hit rate 0.61% among 370,000;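 active = lowest replicate activation of at least 40%, so every replicate reaches that level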;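 note: 0% = median of neutral control wells and 100% = median of IBMX positive control wells; some compounds called inactive have numbers as strong as hits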
F508del corr – correctors of CFTR F508del function in bronchial epithelial cells. CFBE cells, YFP halide quenching; stimulated with forskolin plus potentiator P3; % fluorescence drop versus neutral controls. activity (quench increase), % at 7.58 µM. hit rate 0.36% among 350,000. AID 720511;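 active = mean added fluorescence quench of at least 8% versus neutral control, with both replicates also reaching 8%; inconclusive = only one of the mean or replicate conditions met; inactive = mean below 8% and not both replicates reaching 8%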;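 note: cells transiently co-express mutant CFTR-F508del with the halide-sensitive YFP; corrector assay measuring rescue of mutant channel to the surface after 24 h compound exposure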
ERAP1 HTS inh – blocks human ERAP1 aminopeptidase activity. Q9NZ08. recombinant ERAP1, Leu-AMC fluorescence, 60 min. inhibition, % at 10.7 µM. hit rate 0.15% among 340,000. AID 652197;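 active = mean replicate inhibition of at least 30%, or all replicates individually reaching that 30% level; inactive = mean below 30% and not every replicate reaching it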;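 note: 0% = neutral control wells and 100% = L-leucinethiol positive control wells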
RAD54 branch – RAD54 (human) branch migration inhibition; hit rate 0.14% among 360,000; inhibition, % at 10.4 µM; RAD54 Holliday junction branch migration, FAM/BHQ fluorescence; Q92698;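 active = mean normalized replicate activity at least 40 and at least half of replicates scoring 40 or more; inconclusive = only one of the two criteria met; inactive = mean below 40 and under half of replicates reaching 40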;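 note: 0% = median of neutral control wells and 100% = median of positive control wells; inhibitors cause a drop in the FAM fluorescence signal; in these data hits start at about 50%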
Target sequence (Q92698 whole entry, looked up): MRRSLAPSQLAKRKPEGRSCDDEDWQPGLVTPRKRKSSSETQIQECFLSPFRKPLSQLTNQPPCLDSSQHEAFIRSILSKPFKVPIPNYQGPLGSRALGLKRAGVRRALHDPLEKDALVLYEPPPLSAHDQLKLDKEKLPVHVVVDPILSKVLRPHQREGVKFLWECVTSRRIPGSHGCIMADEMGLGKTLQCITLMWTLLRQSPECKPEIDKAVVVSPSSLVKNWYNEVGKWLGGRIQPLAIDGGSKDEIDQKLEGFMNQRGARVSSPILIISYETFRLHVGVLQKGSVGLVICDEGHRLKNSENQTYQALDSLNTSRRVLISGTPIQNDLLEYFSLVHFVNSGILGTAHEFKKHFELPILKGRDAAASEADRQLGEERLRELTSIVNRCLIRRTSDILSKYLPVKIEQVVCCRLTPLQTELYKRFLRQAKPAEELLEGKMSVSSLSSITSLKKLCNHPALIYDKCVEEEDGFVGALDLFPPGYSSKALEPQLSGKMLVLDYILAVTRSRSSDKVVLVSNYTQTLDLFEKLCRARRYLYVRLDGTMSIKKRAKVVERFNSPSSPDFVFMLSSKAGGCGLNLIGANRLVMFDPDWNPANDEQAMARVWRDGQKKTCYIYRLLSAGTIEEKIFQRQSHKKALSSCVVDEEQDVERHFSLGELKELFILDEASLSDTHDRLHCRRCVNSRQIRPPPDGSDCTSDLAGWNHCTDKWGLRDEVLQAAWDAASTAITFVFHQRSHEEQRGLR
* marks the source's active call; other numbers are inactive results; u = inconclusive; x = not tested or not shown; & = joins results of further samples.

Below each compound: ARNT-TACC3 inh | RAD52 inh | esBAF inh | Xi reactivation | GSIS activator | F508del corr | ERAP1 HTS inh | RAD54 branch
> COc1ccc(S(=O)(=O)Nc2nc3c(s2)C(=O)CC(C)(C)C3)cc1
→ 30 | -4 | -7 | 0.4 | 0 | 0.0 | 0 | -6
> O=[N+]([O-])c1ccc(-n2cc(-c3ccccc3)nn2)cc1
→ -2 | -1 | u | 0.1 | 38 | 1.7 | -8 | 12
> COc1ccc(/C=C/C(=O)NCC(=O)N/N=C(/CCC(=O)O)c2ccccc2)cc1
→ -11 | -21 | x | 0.2 | 51 | -0.2 | x | 3
> CC1CCCCN1Cc1c(O)ccc2c(=O)c(-c3nc4ccccc4s3)c(N)oc12 (centres undefined)
→ 3 | 0 | x | 0.0 | -12 | x | 1 | x
> CC(=O)c1ccc(N2CCN(CC(=O)NCc3ccccc3)CC2)cc1
→ -4 | -13 | -2 | 0.1 | -16 | -1.2 | -1 | -1
> Cc1nc(NC(=O)c2ccccc2)nc2cc3c(cc12)OCO3
→ -5 | x | 49* | -0.3 | 12 | x | x | -1
> O=C(CCC(=O)N1CCN(c2ccc(O)cc2)CC1)c1cccs1
→ -3 | -5 | 6 | -0.1 | 4 | 2.8 | x | x
> COC(=O)c1ccc(COc2ccccc2OC)o1
→ -3 | -18 | 10 | 0.2 | -3 | -3.7 | 0 | -6
> COCCNC(=O)c1cn(C)c2ccc(S(=O)(=O)N3CCCCC3)cc2c1=O
→ 6 | -7 | -8 | 0.5 | 2 | 0.4 | -2 | -2
> COc1ccccc1OCC(=O)Nc1cc(NC(=O)COc2ccccc2OC)cc(C(=O)O)c1
→ 20 | -10 | -5 | 0.2 | 14 | -2.4 | -3 | -6
> O=C1c2ccccc2C(Nc2ccc3c(c2)OCCO3)N1c1ccc(Cl)cn1 (centres undefined)
→ x | -1 | 15 | 0.2 | 7 | -0.7 | -2 | 1
> CCCC(=O)C1=C(O)C(C(=O)OC)C(C)(C)CC1=Nc1cccc([N+](=O)[O-])c1 (centres undefined)
→ -20 | -8 | -6 | 0.1 | 22 | 1.1 | 0 | 11
> CCC(=O)N1C[C@H](C)[C@@H](OC)CN(C)C(=O)c2cc(NC(=O)Nc3ccccc3)ccc2OC[C@@H]1C
→ -4 | 4 | 5 | 0.3 | -10 | 0.8 | -3 | -3
> CC(C)c1ccc(S(=O)(=O)N2CCN(C(=O)Cc3ccsc3)CC2)cc1
→ -2 | -7 | 3 | 0.3 | -12 | -1.4 | -7 | -14
> Cc1ccc(S(=O)(=O)N2CCC(C(=O)NCc3ccccc3CN3CCCC3)CC2)cc1
→ 25 | 2 | 3 | 0.0 | -2 | 1.8 | -1 | 5
> CCN(CC(=O)NCc1cccs1)C(=O)c1ccc(S(=O)(=O)Nc2ccccc2F)cc1
→ -4 | -12 | 6 | 0.2 | -3 | 2.0 | 1 | -6
> Cc1csc(C(C#N)C(=O)c2ccc(S(=O)(=O)N3CCCC3)cc2)n1 (centres undefined)
→ 3 | x | -1 | x | 12 | x | x | -7
> CCOC(=O)c1c(NC(=O)COC(=O)c2cnccn2)sc(C(=O)NC)c1C
→ -21 | -1 | 4 | 0.0 | 0 | -1.0 | 0 | -1
> COc1cc(CN2CCCC(N3CCN(c4ccccc4C)CC3)C2)ccc1O (centres undefined)
→ 13 | -10 | 0 | 0.0 | -22 | 2.0 | 3 | -7
> CCN(C(=O)c1ccncc1)c1c(N)n(Cc2ccccc2)c(=O)[nH]c1=O
→ x | -6 | 0 | 0.1 | 7 | -4.1 | 0 | -5
> CO[C@@H]1CN(C)C(=O)c2cc(NC(=O)Nc3c(C)noc3C)ccc2OC[C@H](C)N(CCC(F)(F)F)C[C@@H]1C
→ x | x | 2 | 0.5 | 5 | -3.2 | x | -7
> CC1CN(C(=O)c2cccc(S(=O)(=O)NCc3ccccc3)c2)CC(C)O1 (centres undefined)
→ -11 | 11 | 3 | 0.0 | -1 | 0.7 | -3 | -9
> CC(C)Oc1ccc(S(=O)(=O)N2CCOCC2)cc1NC(=O)C1CCC1
→ 3 | -5 | x | 0.2 | 2 | 2.7 | -9 | x
> COc1ccc(/C=C/C(=O)N2CCC(C(N)=O)CC2)cc1S(=O)(=O)N1CCOCC1
→ -22 | -4 | 0 | 0.0 | -1 | x | 2 | 4
> CC(C)c1ccc(NC(=O)c2cc3c(=O)n(C)c4ccccc4c3n2C)cc1
→ 7 | -3 | x | 0.3 | -14 | -6.1 | 0 | 3
> COCC#Cc1ccc2c(c1)O[C@H](CN(C)S(=O)(=O)c1cccc(F)c1)[C@H](C)CN([C@@H](C)CO)S2(=O)=O
→ 3 | -30 | 3 | 0.6 | 18 | 0.4 | -2 | 3
> C[C@@H](C(=O)CC(=O)OC(C)(C)C)[C@@H](O)c1c(F)cccc1Cl
→ -3 | -88 | -6 | 0.0 | 5 | 4.2 | 2 | 9
> CO[C@H]1CN(C)C(=O)c2cc(NC(=O)CC(F)(F)F)ccc2OC[C@H](C)N(C(=O)c2ccccc2F)C[C@@H]1C
→ x | -31 | x | 0.2 | -4 | -0.2 | -1 | x
> C=CCN1CCN(C(=O)CCCc2ccccc2)CC1
→ -3 | 1 | -64 | 1.0 | -10 | -0.8 | 0 | -2
> COc1ccc2c3c([nH]c2c1)[C@@H](CO)N(C(=O)Nc1ccc(F)cc1)CC31CCN(C(=O)Cc2ccncc2)CC1
→ x | -53 | x | 0.0 | -2 | -1.2 | 3 | x
> Cc1cc(C)cc(CSCC(=O)N/N=C/c2ccc(OCC(=O)NCc3ccco3)cc2)c1
→ -7 | -25 | -1 | x | 1 | -1.1 | 0 | -5
> C[C@H]1CN([C@@H](C)CO)S(=O)(=O)c2ccc(C#CC3(O)CCCC3)cc2O[C@H]1CN(C)C(=O)c1ccncc1
→ 1 | -9 | -4 | -1.2 | 26 | 1.0 | -6 | -18
> O=C(Nc1nccs1)c1ccc(Br)cc1
→ -1 | -5 | 43* | -0.1 | 11 | 0.4 | 2 | -8
> NCCNc1cc(N2CCCC2)ccc1[N+](=O)[O-]
→ -6 | 0 | -1 | 0.0 | -6 | 0.5 | -1 | 6
> Cc1ccc(NC(=O)Cc2nnc(SCC(=O)NC3CCCC3)n2C)cc1C
→ -7 | -12 | 0 | 0.0 | 4 | -3.1 | -5 | 0
> CN(C)CCCN1C(=O)c2cccc3c(Br)ccc(c23)C1=O
→ -4 | -4 | x | 0.0 | 1 | 3.3 | 20 | x
> CC(=O)c1cccc(NC(=O)C2Cc3c(-c4cccc(F)c4)ccnc3O2)c1 (centres undefined)
→ x | -3 | 0 | 0.6 | -25 | -2.9 | 1 | -14
> CCOc1cc(/C=N/NC(=O)c2cccnc2)ccc1OCC(=O)N(C)C
→ -1 | -5 | x | 0.0 | 18 | -0.6 | -4 | x
> O=C(NC1CCN(Cc2ccccc2)CC1)c1ccc(N2CC3CC(C2)c2cccc(=O)n2C3)c([N+](=O)[O-])c1 (centres undefined)
→ -2 | -10 | x | 0.3 | 3 | 1.6 | 2 | x
> CCCCCCCCN1C(=O)[C@H](CC(=O)N2CCCC2)C[C@@]2(C(=O)OCC)CCCC=C12
→ x | 6 | x | 0.1 | -3 | 1.5 | x | x
> Cc1cccc(NC(=O)c2nc(S(=O)(=O)Cc3ccccc3)ncc2Cl)c1
→ -6 | -23 | -64 | 3.1 | 2 | 2.1 | -1 | -12
> COc1ccc(OCC(=O)NNC(=S)NC(=O)C2CC2)cc1
→ x | -16 | -9 | 0.0 | -3 | 1.1 | -6 | 4
> COc1ccccc1NS(=O)(=O)c1cccc(C(=O)NCC(c2ccccc2OC)N2CCCC2)c1 (centres undefined)
→ 15 | 9 | x | 0.3 | -17 | 1.7 | 4 | 2
> CCN1[C@H](C(=O)NCC2CC2)[C@@H](CO)[C@@H]2Cn3c(ccc(-c4ccccc4OC)c3=O)[C@@H]21
→ -4 | -4 | 4 | 0.1 | 3 | -1.6 | -1 | -2
> COc1ccc(Cl)cc1NC(=S)NCCC(c1ccccc1)c1ccccc1
→ 2 | -21 | x | 0.3 | -8 | 4.1 | -2 | -4
> Cc1cccc(NS(=O)(=O)c2ccc(-c3ccc(=O)[nH]n3)o2)c1
→ -4 | -7 | -6 | 0.0 | 13 | -2.4 | 1 | -4
> NNC(=O)C1CC1c1ccc(Cl)cc1 (centres undefined)
→ 1 | -11 | x | 0.2 | -16 | x | -1 | x
> COc1ccc([N+](=O)[O-])cc1NC(=O)CCN1CCN(c2ccccc2)CC1
→ -1 | -10 | x | 0.0 | -8 | -2.6 | 6 | x
> Cc1cc(C)c(OCC(=O)NCC(C)(C)N2CCOCC2)c(C)c1
→ -2 | -6 | -1 | -0.2 | -1 | 2.2 | 4 | -9
> Clc1ccc(-c2nc3ccc(Cl)cn3c2Cc2ccsc2)cc1
→ x | -35 | 71* | 0.1 | 5 | -1.4 | -1 | 4
> O=C1c2ccccc2C(=O)N1OCc1c(F)cccc1Cl
→ -4 | -5 | -8 | 0.1 | 6 | -0.4 | 11 | -3
> CN1C(=O)c2cc(NC(=O)Cc3cccs3)ccc2OC[C@H]2O[C@H](CC(=O)O)CC[C@H]21
→ -8 | -3 | -3 | 0.2 | 5 | 0.1 | 2 | 8
> CCCC1=NN(C(=O)Cc2ccc(OC)cc2)C(O)(C(F)(F)F)C1 (centres undefined)
→ -6 | x | x | 0.1 | 5 | -1.3 | x | x
> CN1CCN(C(=O)C[C@@H]2CC[C@H]3[C@@H](COC[C@H](O)CN3Cc3ccc(Oc4ccccc4)cc3)O2)CC1
→ 11 | 11 | -13 | -0.2 | 12 | -1.6 | 1 | -5
> O=C(c1ccccc1NS(=O)(=O)c1ccccc1)N1CCCCCC1
→ -3 | -6 | -3 | 0.0 | 37 | 0.2 | -1 | -2
> COc1ccc(C(=O)N2CCCC(c3nc(-c4cccs4)no3)C2)cc1OC (centres undefined)
→ 6 | -4 | -8 | x | 49 | 0.2 | 2 | x
> CCC(=O)Nc1ccc(NC(=O)c2ccccc2)nc1
→ 12 | -19 | -78 | 0.2 | 13 | 3.2 | 2 | x
> C[C@H]1CN([C@@H](C)CO)C(=O)c2cccc(NC(=O)c3cnccn3)c2O[C@@H]1CN(C)Cc1ccc(C(=O)Nc2ccccc2N)cc1
→ -2 | -17 | -19 | -0.6 | 13 | 3.7 | -3 | 3
> COc1ccccc1/C=C/C=N/n1c(-c2ccc(Cl)cc2Cl)n[nH]c1=S
→ 0 | -1 | x | 0.1 | 3 | -0.1 | x | x
> C[C@@H]1CN([C@@H](C)CO)C(=O)c2cc(NC(=O)C3CC3)ccc2O[C@H]1CN(C)Cc1ccc2c(c1)OCO2
→ -3 | 8 | -15 | -0.3 | 19 | 0.7 | 5 | 3
> Cc1ccc(S(=O)(=O)N[C@H]2C=C[C@@H](CC(=O)NCCCN(C)C)O[C@H]2CO)cc1
→ 6 | -4 | 1 | 0.1 | -1 | 1.4 | -3 | 0
> O=C(Nc1sc2c(c1C(=O)O)CCCC2)c1ccccc1Cl
→ 0 | -11 | 2 | 0.2 | -25 | -1.7 | 1 | -12
> CCOC(=O)N(C)C[C@H]1OCc2cn(nn2)CCCC(=O)N([C@H](C)CO)C[C@@H]1C
→ -5 | -7&-2 | 3&-3 | 0.0&0.0 | 6&11 | -4.3&0.4 | 0&0 | -1&3
